# High-throughput results: PubChem BioAssay, Sanford-Burnham Center for Chemical Genomics
# mIAP block = blocks mouse intestinal alkaline phosphatase; purified mouse IAP, CDP-Star luminescence, 30 min; inhibition, % at 10 µM; 330,000 compounds, 0.2% hits; AID 2806;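 active means inhibition of at least 40% at 10 µM in the primary screen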;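 further: plate controls were DMSO with enzyme for no effect and no enzyme wells for full effect; values of inactives mirror those of a sister screen read the other way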
# mIAP activ = increases mouse intestinal alkaline phosphatase activity | activation factor at 10 µM | 330,000 compounds, 0.24% hits | muIAP, CDP-Star luminescence, 30 min; stronger effect = higher value; 1 = vehicle-only enzyme signal, 0 = enzyme-free wells;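 active means activation factor of at least 2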; further: the source names both 10 and 20 µM as test concentration; values of inactives mirror those of a sister screen read the other way
#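 System: Mouse IAP enzyme | Also added: CDP-Star substrate | Dosing: Compounds dispensed in DMSO | Schedule: 30 min enzyme-substrate-compound incubation at room temperature | Technique: Chemiluminescence readout | Control set: DMSO-only wells and no-enzyme negative control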
# A3A deaminase = blocks human APOBEC3A ssDNA deamination; inhibition, % at 20 µM; recombinant A3A, FAM/TAMRA ssDNA deamination fluorescence; P31941; 330,000 compounds, 0.41% hits;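 active means at least 40% inhibition at 20 µM here, with at most 30% in a related deaminase screen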;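 further: plate controls were A3A with DMSO for no effect and wells lacking A3A enzyme for full effect; some results filed as inactive read as strong as hits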
# hIAP activ = human IAP activation. P09923. activation factor at 10 µM. 330,000 compounds, 0.16% hits. purified human IAP, CDP-Star luminescence, 30 min; stronger effect = higher value; 1 = vehicle-only enzyme, 0 = enzyme-free background. AID 2524;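 active means activation factor of the enzyme at least 2-fold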; further: the source names both 10 and 20 µM as test concentration; values of inactives mirror those of a sister screen read the other way
# Target sequence (P09923 whole entry, looked up): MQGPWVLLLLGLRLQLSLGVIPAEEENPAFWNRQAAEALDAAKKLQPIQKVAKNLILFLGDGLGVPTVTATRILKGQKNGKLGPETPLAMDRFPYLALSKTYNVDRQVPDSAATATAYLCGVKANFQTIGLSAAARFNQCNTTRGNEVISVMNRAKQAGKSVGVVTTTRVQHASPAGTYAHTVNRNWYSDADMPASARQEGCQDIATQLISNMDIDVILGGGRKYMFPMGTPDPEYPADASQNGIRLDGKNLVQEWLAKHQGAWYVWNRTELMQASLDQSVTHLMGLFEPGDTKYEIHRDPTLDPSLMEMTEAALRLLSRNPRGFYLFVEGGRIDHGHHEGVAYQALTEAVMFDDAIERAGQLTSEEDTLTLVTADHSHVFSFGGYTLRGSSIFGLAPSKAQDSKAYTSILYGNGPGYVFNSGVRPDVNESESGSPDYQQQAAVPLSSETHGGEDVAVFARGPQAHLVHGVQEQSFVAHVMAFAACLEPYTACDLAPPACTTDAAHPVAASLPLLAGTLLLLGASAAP
# MPTP block = permeability transition pore inhibition; isolated mouse mitochondria, Ca2+ swelling absorbance, 30 min; inhibition, % at 10 µM; 360,000 compounds, 1.4% hits; AID 602449;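 active means inhibition of 50% or more, scaled per plate between neutral and stimulator controls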;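 further: 0% = DMSO wells given calcium and 100% = 1 mM EGTA wells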
# MIN6 prolif = inducers of beta-cell replication in MIN6 cells; MIN6 cells proliferation, ATPlite luminescence, 48 h; cells starved in 0.2% serum; 100% = growth in 10% serum; proliferation, % at 10 µM; 330,000 compounds, 0.29% hits; AID 2380;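 active means compounds whose signal lies at least 3.5 SD above the mean of all wells on their plate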;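 further: 0% = DMSO-treated cells in low-serum medium and 100% = 10% serum control; some compounds called inactive have numbers as strong as hits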
# hIAP inh = human IAP inhibition | inhibition, % at 10 µM | 330,000 compounds, 0.12% hits | purified IAP, CDP-Star luminescence, 30 min | P09923;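 active means inhibition reaching a set limit with compound at 10 µM in the primary screen, cut at about 35% in these data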;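 further: plate controls were DMSO wells with enzyme for no effect and no-enzyme buffer wells for full effect; values of inactives mirror those of a sister screen read the other way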
# GRIN3A LBD mod = modulates the human NR3A ligand-binding domain | Tm shift relative to glycine control, % at 25 µM | 340,000 compounds, 2.5% hits | NR3A LBD differential scanning fluorimetry, Tm shift; 0% = protein alone, 100% = glycine-bound protein;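 active means melting temperature shift of at least 10% of the positive control shift, at one fixed dose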
# APOBEC3G inh = APOBEC3G (human) deaminase inhibition; Q9HC16; inhibition, % at 20 µM; AID 493012; recombinant A3G, ssDNA deamination FAM/TAMRA fluorescence; 330,000 compounds, 0.28% hits;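 active means inhibition of at least 40% at 20 µM, with no more than 30% in the related APOBEC3A deaminase screen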;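 further: plate controls were DMSO wells with A3G for no effect and wells lacking A3G enzyme for full effect; some compounds called inactive have numbers as strong as hits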
# Target sequence (Q9HC16 whole entry, looked up): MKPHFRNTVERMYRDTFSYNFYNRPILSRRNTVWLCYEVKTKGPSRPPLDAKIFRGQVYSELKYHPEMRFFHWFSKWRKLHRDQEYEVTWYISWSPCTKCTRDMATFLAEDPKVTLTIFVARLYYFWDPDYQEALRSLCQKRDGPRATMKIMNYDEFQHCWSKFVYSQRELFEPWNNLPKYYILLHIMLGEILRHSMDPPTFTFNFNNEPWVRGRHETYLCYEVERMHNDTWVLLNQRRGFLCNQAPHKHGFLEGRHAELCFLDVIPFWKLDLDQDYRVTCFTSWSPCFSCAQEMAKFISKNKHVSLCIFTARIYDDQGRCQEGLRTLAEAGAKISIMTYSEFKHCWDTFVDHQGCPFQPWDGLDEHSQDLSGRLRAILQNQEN
# * marks the source's active call; other numbers are inactive results.
SMILES,mIAP block,mIAP activ,A3A deaminase,hIAP activ,MPTP block,MIN6 prolif,hIAP inh,GRIN3A LBD mod,APOBEC3G inh
O=C(CSc1ncnc2sc(-c3ccccc3)cc12)NC1CCS(=O)(=O)C1 (centres undefined),8,0.92,-3,1.1,3.0,0,-6,3,-4
CSCCC(NC(=O)c1cccc(C)c1)C(=O)OCN1C(=O)c2ccccc2C1=O (centres undefined),0,1,-5,0.9,-1.4,0,10,0,-14
COc1cc(NC(=O)c2ccccc2[N+](=O)[O-])ccc1NC(=O)C(C)C,-3,1,0,0.84,-1.7,0,16,-5,-3
COc1cccc(NC(=O)N2CCCC2C(=O)NC(C)C)c1 (centres undefined),8,0.92,2,1.2,2.4,2,-16,2,2
Cc1cc(S(=O)(=O)n2[nH]c(=O)c(CCO)c2C)c(Cl)cc1Cl,-8,1.1,1,0.93,0.2,-2,7,0,-7
O=C1CCN(CCc2ccccc2)CCN1CCO,-8,1.1,-2,0.91,-1.9,-2,9,2,-9
N#Cc1nc(-c2ccccc2Cl)oc1N1CCCCC1,9,0.91,4,0.91,2.0,4,9,10,1
CCOC(=O)c1cc(NC(=O)c2c(C)noc2C)cc(C(=O)OCC)c1,18,0.82,5,0.96,0.5,2,4,4,-3
Fc1ccc(-c2n[nH]c(=S)c3ccccc23)cc1,-4,1,-4,0.98,-2.4,-1,2,1,-9
CCCC1(CCC)NC(=O)N(CC(=O)Nc2cccc(OC)c2)C1=O,0,1,2,0.8,1.8,1,20,-2,0
COc1cc(NC(=O)CN2C(=O)NC(CC(C)C)C2=O)cc(OC)c1OC (centres undefined),-10,1.1,-3,0.88,0.8,0,12,1,-9
O=C(NCCc1ccc(Cl)cc1)C1CCCN(S(=O)(=O)N2CCCCCC2)C1 (centres undefined),-17,1.2,-3,1.2,-0.5,-1,-21,0,-8
COc1ccccc1CNS(=O)(=O)c1cc(-c2cc(C)no2)ccc1C(C)C,-4,1,1,0.88,0.5,-2,12,-10,-4
O=C(COc1nnc2ccccn12)N1CCN(S(=O)(=O)c2ccccc2)CC1,-5,1.1,-4,1,-2.2,0,0,1,-9
Cn1c(NC(=O)CC(C)(C)C)cc(=O)n(C)c1=O,-2,1,-4,0.92,-0.7,-2,8,2,-8
COCCNC(=O)C(=O)NCC1OCCN1S(=O)(=O)c1ccc(C)cc1 (centres undefined),0,1,-8,1.1,-1.0,5,-10,14*,-7
Cc1cc2nc(-c3ccncc3)cc(C(F)(F)F)n2n1,-2,1,-3,0.92,-1.3,9.3*,8,0,-3
COc1cccc(-c2nn(-c3ccccc3)cc2CN(C)C(C)c2ccncn2)c1 (centres undefined),2,0.98,-1,1.1,1.1,-1,-14,-1,-3
OCC[C@@H]1C[C@@H](O)[C@H](O)[C@]2(Cc3ccccc3O2)O1,-13,1.1,-1,0.85,-1.7,9,14,1,-10
Cc1cccc(C(=O)c2c(N)sc3c2CCCC3)c1,23,0.77,2,1,-0.1,-1,0,-9,-3
O=C(NCCCN1CCCC1=O)c1cc(-c2ccc(F)cc2)nc2ccccc12,0,1,-2,0.92,0.1,-3,8,-1,-6
Cn1c2c(c(=O)n(C)c1=O)[C@@]1(C(=O)Nc3ccccc31)C(C#N)=C(N)O2,8,0.92,-3,1.1,0.8,4,-9,0,-1
CC1CN(S(=O)(=O)c2ccc(NC(=O)c3cc(-c4ccccc4O)n[nH]3)cc2)CC(C)O1 (centres undefined),6,0.94,1,1.1,79*,-4,-13,36*,0
CCOc1ccccc1N(CC(=O)N1CCCCCC1)S(=O)(=O)c1ccc(C)cc1,0,1,1,1,-1.5,2,-2,1,-3
Cc1ccc(SCC(=O)c2cc(C)c(O)c(C)c2)cc1,-1,1,-2,1,1.6,-3,-3,-6,-6
SMILES,mIAP block,mIAP activ,A3A deaminase,hIAP activ,MPTP block,MIN6 prolif,hIAP inh,GRIN3A LBD mod,APOBEC3G inh
COC(=O)c1c(NC(=O)c2ccc(Br)s2)sc2c1CCC2,5,0.95,4,0.96,0.1,-1,4,-4,-3
COc1ccc(Cl)cc1NC(=O)NCCCl,-3,1,1,0.87,5.7,-4,13,0,2
COc1ccc(C(=O)COC(=O)C(CCSC)NC(=O)COc2ccccc2)cc1 (centres undefined),2,0.98,-5,0.99,0.6,0,0,3,-7
OCC1CCCCN1C(=S)NCc1ccco1 (centres undefined),3,0.97,26,1.2,0.1,0,-17,-1,-6
CCCCNC(=O)CN1C(=O)C(CC)Oc2ccc(Cl)cc21 (centres undefined),-2,1,6,0.95,-0.3,-2,5,0,-4
CC(C)(C)OC(=O)NCCc1nnc(SCc2cccc(Cl)c2)o1,8,0.92,1,0.79,1.2,2,21,-1,-3
COc1ccc(C(=O)Oc2ccc[nH]c2=O)cc1,3,0.97,-9,1.1,0.1,-4,-6,-1,-8
COc1ccc(C(=O)OCC(=O)c2ccc[nH]2)c(OC)c1,5,0.95,2,0.91,0.7,1,9,-1,14
O=C(CSc1nc2ccsc2c(=O)n1CC1CCC(C(=O)O)CC1)c1ccc(Cl)cc1 (centres undefined),-4,1,-3,0.9,-3.8,1,10,-3,1
CC1CCN(c2oc(-c3ccccc3F)nc2C#N)CC1,20,0.8,3,0.9,0.4,0,10,0,3
COCCNC(=O)CN1CCC(NC(=O)c2ccco2)CC1,-14,1.1,1,1.2,-0.6,-4,-21,-2,-5
CCn1c(SCC(=O)Nc2ccccc2F)nnc1-c1ccoc1C,0,1,-3,1.1,-1.4,-1,-11,0,-3
Cc1ccccc1NS(=O)(=O)c1nnc(NC(=O)c2ccccc2F)s1,-7,1.1,-1,0.8,-0.2,1,20,-5,-1
CCOc1ccc(NC(=O)CN(C)C(=O)c2ccccc2SCC(=O)N2CCCC2)cc1OCC,-5,1.1,2,1.1,-1.5,0,-6,2,-10
C/C(=N\NC(=O)c1nnn(-c2nonc2N)c1CN(C)c1ccccc1)c1cccc(O)c1,0,1,1,1.2,0.1,-4,-21,5,2
CC(=O)c1ccc(S(=O)(=O)N2CCN(C(=O)C3CCCC3)CC2)cc1,3,0.97,-2,1,-0.6,2,-4,-1,-6
Cc1ccc(C(=O)c2cc3ccccc3o2)cc1[N+](=O)[O-],19,0.81,-2,0.84,-1.6,2,16,2,-7
O=C(O)c1ccc2c(c1)[C@@H]1C=CC[C@@H]1[C@H](c1ccccn1)N2,13,0.87,97,0.85,2.1,-2,15,-1,91
CCOc1ccc(-c2csc(Cn3c(CN4CCN(C)CC4)nc4ccccc4c3=O)n2)cc1,9,0.91,-1,1.2,0.6,0,-21,-8,-4
O=C1C=C(O)c2cccc(O)c2C1=O,18,0.82,7,0.8,6.8,-5,20,-2,6
COc1ccc2c(c1)C(=O)N1[C@H]3c4cc(OC)ccc4OC[C@@H]3[C@H](c3ccccc3)[C@]1(C)C(=O)N2,8,0.92,-3,1.1,0.1,-6,-14,-1,-8
Cc1ccc(SCC(=O)OCC(=O)NCCc2ccccc2)cc1,-4,1,-4,1,-0.2,2,0,-1,-6
COc1ccc(OC)c(NC(=O)CSc2nc3nc(C)cc(C)n3n2)c1,-14,1.1,0,0.88,1.0,-2,12,0,-6
Cc1ccc(S(=O)(=O)N(C)c2ccc(OC(=O)c3cc(=O)[nH]c4ccccc34)cc2)cc1,-3,1,-2,0.88,-0.6,-4,12,-1,-2
Cc1nc2ccc(NC(=S)N3CCC(C)CC3)cc2nc1C,12,0.89,-4,0.95,0.7,-1,5,0,-5

# Look-ups from the list:
# In mIAP block, `Cc1ccccc1NS(=O)(=O)c1nnc(NC(=O)c2ccccc2F)s1` shows -7
# In mIAP block, `COc1ccc(OC)c(NC(=O)CSc2nc3nc(C)cc(C)n3n2)c1` shows -14
# In GRIN3A LBD mod, `COc1ccc(Cl)cc1NC(=O)NCCCl` shows 0

# The results go on:
SMILES,mIAP block,mIAP activ,A3A deaminase,hIAP activ,MPTP block,MIN6 prolif,hIAP inh,GRIN3A LBD mod,APOBEC3G inh
FC(F)(F)c1cc(-c2cccs2)nc(-n2cc(Cl)cn2)n1,4,0.96,-2,1.1,-0.1,3,-7,-1,-2
O=C(NCCCc1ccccc1)C1CCC(CNc2c(N3CCCCC3)c(=O)c2=O)CC1 (centres undefined),-4,1,7,1.1,0.1,-3,-7,2,-2
CCc1ccc(OC)c(S(=O)(=O)NCc2cccs2)c1,8,0.92,-3,1.1,-0.1,-4,-14,0,-5
CN(C)c1nc(-c2cccs2)cc(C(F)(F)F)c1C#N,-16,1.2,-2,0.97,1.9,1,3,-1,-1
Cc1cccc(NC(=O)NC2CC3CCC(C2)N3Cc2ccco2)c1 (centres undefined),-12,1.1,3,0.96,0.6,0,4,5,-4
O=C(N/N=C/c1ccc([N+](=O)[O-])o1)c1cc2ccccc2o1,40*,0.6,16,0.93,4.1,-6,7,10*,-1
CCCCCSc1nnc(-c2cc(Br)ccc2N)c(=O)[nH]1,1,0.99,-2,0.93,22,0,7,-4,-1
COC(=O)CN(C(=S)Nc1ccccc1)C1CC(=O)N(c2ccc(OC)cc2)C1=O (centres undefined),1,0.99,-2,1,-1.2,0,-1,-2,-4
CC(=O)Nc1cccc(C(=O)N/N=C/c2cccnc2)c1,14,0.86,4,0.95,-1.6,0,5,-2,-1
CCN1C(=O)[C@@H]2[C@@H](c3ccc(SC4CCCCC4)cc3)N3CCC[C@@]3(C(=O)OC)[C@@H]2C1=O,3,0.97,-4,0.99,1.0,-4,1,3,-11
Cc1ccc(S(=O)(=O)NC(CC(C)C)C(=O)NCC(c2ccco2)N2CCCCC2)cc1 (centres undefined),1,0.99,-5,0.94,-1.2,2,6,-1,-6
Cc1ccc(OCC(=O)N/N=C/C=C/c2ccco2)cc1C,20,0.8,7,0.99,0.0,0,1,-7,3

# An excerpt of these results, with bars between the fields:
SMILES | mIAP block | mIAP activ | A3A deaminase | hIAP activ | MPTP block | MIN6 prolif | hIAP inh | GRIN3A LBD mod | APOBEC3G inh
COc1ccc(Cl)cc1NC(=O)NCCCl | -3 | 1 | 1 | 0.87 | 5.7 | -4 | 13 | 0 | 2
COc1ccc(C(=O)COC(=O)C(CCSC)NC(=O)COc2ccccc2)cc1 (centres undefined) | 2 | 0.98 | -5 | 0.99 | 0.6 | 0 | 0 | 3 | -7

# Structural class, the entries above containing fluorine (8)
SMILES,mIAP block,mIAP activ,A3A deaminase,hIAP activ,MPTP block,MIN6 prolif,hIAP inh,GRIN3A LBD mod,APOBEC3G inh
Fc1ccc(-c2n[nH]c(=S)c3ccccc23)cc1,-4,1,-4,0.98,-2.4,-1,2,1,-9
Cc1cc2nc(-c3ccncc3)cc(C(F)(F)F)n2n1,-2,1,-3,0.92,-1.3,9.3*,8,0,-3
O=C(NCCCN1CCCC1=O)c1cc(-c2ccc(F)cc2)nc2ccccc12,0,1,-2,0.92,0.1,-3,8,-1,-6
CC1CCN(c2oc(-c3ccccc3F)nc2C#N)CC1,20,0.8,3,0.9,0.4,0,10,0,3
CCn1c(SCC(=O)Nc2ccccc2F)nnc1-c1ccoc1C,0,1,-3,1.1,-1.4,-1,-11,0,-3
Cc1ccccc1NS(=O)(=O)c1nnc(NC(=O)c2ccccc2F)s1,-7,1.1,-1,0.8,-0.2,1,20,-5,-1
FC(F)(F)c1cc(-c2cccs2)nc(-n2cc(Cl)cn2)n1,4,0.96,-2,1.1,-0.1,3,-7,-1,-2
CN(C)c1nc(-c2cccs2)cc(C(F)(F)F)c1C#N,-16,1.2,-2,0.97,1.9,1,3,-1,-1
